High-throughput results as filed in PubChem BioAssay.
CSN inh – inhibitors of CSN-mediated cullin deneddylation, primary screen, biochemical, fluorescence polarization, uHTS; inhibition, % at 12.5 µM; hit rate 0.38% among 360,000; COP9 signalosome complex subunit 5 (Homo sapiens), Q92905; Purified CSN, SCF-Nedd8-OG deneddylation;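 active = pattern-corrected inhibition above about 35%, with an unprinted fluorescence ratio check between 0.5 and 1.5, limit read from the data, passing the limit was not always enough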;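 also: 0% = enzyme with substrate and 100% = substrate without enzyme; some results filed as inactive read as strong as hits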
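Material: purified human Csn5 enzyme expressed in HEK293T cells / Medium: Tris buffer pH 7.5, NaCl, DTT, Tween-20, trehalose, ovalbumin / Compound dosing: 12.5 µM single point / Schedule: 90 min incubation of compound, enzyme and substrate at room temperature / Signal: fluorescence polarization of the substrate / Control set: no-enzyme wells high, enzyme-with-substrate wells low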
SUMO1 PPI mod – modulators of SUMO1 protein-protein interactions, primary screen, biochemical, uHTS | Small ubiquitin-related modifier 1 (Homo sapiens), P63165 | inhibition, % at 20 µM | SUMO1 binding to a labelled peptide, TR-FRET, 1 h | hit rate 0.33% among 360,000 | AID 602429, 2012; in the data active = inhibition above about 37%
Target sequence (P63165 whole entry, looked up): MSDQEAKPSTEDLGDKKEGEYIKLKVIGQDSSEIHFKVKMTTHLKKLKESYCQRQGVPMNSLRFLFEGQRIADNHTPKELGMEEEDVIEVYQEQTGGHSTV
STEP inh – STEP phosphatase inhibitors, primary screen, biochemical, fluorescence intensity, uHTS; Tyrosine-protein phosphatase non-receptor type 5 (Homo sapiens), P54829; inhibition, % at 20 µM; recombinant STEP, OMFP fluorogenic substrate; hit rate 0.25% among 360,000;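 active = inhibition at 20 µM, scaled per plate between control wells, above about 37%, limit read from the data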;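 also: 0% = DMSO with enzyme and substrate and 100% = substrate only without enzyme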
Target sequence (P54829 whole entry, looked up): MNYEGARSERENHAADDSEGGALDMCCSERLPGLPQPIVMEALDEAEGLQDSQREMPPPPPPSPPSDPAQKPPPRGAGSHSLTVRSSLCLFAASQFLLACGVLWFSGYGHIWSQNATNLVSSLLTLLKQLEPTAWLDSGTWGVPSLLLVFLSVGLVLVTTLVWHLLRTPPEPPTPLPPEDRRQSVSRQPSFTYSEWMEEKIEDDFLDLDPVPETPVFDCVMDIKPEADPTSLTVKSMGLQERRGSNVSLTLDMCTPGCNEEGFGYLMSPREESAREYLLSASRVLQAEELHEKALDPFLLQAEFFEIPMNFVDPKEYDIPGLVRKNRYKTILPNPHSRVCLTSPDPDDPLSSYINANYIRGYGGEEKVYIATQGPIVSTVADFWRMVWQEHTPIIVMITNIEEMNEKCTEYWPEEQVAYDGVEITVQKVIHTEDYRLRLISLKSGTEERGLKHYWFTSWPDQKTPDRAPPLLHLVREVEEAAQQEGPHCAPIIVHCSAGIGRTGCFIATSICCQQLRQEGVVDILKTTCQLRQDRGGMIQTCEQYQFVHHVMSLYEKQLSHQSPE
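System: isolated STEP enzyme; schedule: 20 min enzyme reaction at room temperature, protected from light; medium: Bis-Tris buffer pH 6.0, 2.5 mM DTT, 0.005% Tween 20; signal: fluorescence, 480/540 nm; dosing: single compound dose of 20 µM, 1% DMSO final; also added: OMFP substrate, 25 µM final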
PABP1 MLLE inh – inhibitors of PABP1 MLLE–PAM2 peptide binding, primary screen, biochemical, fluorescence polarization, FITC-PAM2, GST-MLLE; Polyadenylate-binding protein 1 (Homo sapiens), P11940; inhibition, % at 20 µM; hit rate 0.36% among 360,000; AID 588489, 2011; in the data active = inhibition above about 35%, passing the limit was not always enough;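 also: plate controls were DMSO wells with GST-MLLE for no effect and wells lacking GST-MLLE protein for full effect; some results filed as inactive read as strong as hits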
NadD inh – inhibitors of S. aureus NadD, primary screen, biochemical, colorimetric, uHTS; purified NadD enzyme, colorimetric absorbance read-out; inhibition, % at 20 µM; hit rate 0.78% among 360,000; in the data active = inhibition above about 26%; also: some compounds past the cut are filed as inactive
DNMT1 inh – human DNMT1 methyltransferase inhibitors, primary screen, biochemical, molecular beacon, fluorescence, HinP1I cleavage, uHTS | inhibition (reported as % activation of signal), % at 10 µM | hit rate 0.83% among 360,000 | AID 588458, 2011; in the data active = inhibition above about 50%
LMPTP block – LMPTP phosphatase inhibitors, primary screen, biochemical, fluorescence intensity, uHTS; recombinant LMPTP-A, OMFP fluorogenic substrate; inhibition, % at 20 µM; hit rate 0.22% among 360,000;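 active = compounds that cut the enzyme signal by at least half of the control window in the single-dose screen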;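 also: plate controls were DMSO wells with enzyme plus substrate for no effect and substrate without enzyme for full effect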
Target sequence (P24666 whole entry, looked up): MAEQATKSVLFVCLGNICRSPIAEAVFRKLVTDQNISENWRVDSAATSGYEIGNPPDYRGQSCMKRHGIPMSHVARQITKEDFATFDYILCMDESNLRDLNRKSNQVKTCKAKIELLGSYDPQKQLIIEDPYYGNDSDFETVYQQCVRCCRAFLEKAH
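Test system: LMPTP-A, protein tyrosine phosphatase of low molecular weight; Input: 0.625 nM enzyme; Incubation: 50 min dark incubation at room temperature; Signal: endpoint fluorescence intensity from OMFP dephosphorylation; Read-out basis: % inhibition versus control wells.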
TbMetRS inhib – T. brucei MetRS inhibitors, primary screen, biochemical, luminescence. methionyl-tRNA synthetase (Trypanosoma brucei brucei). purified T. brucei MetRS, ATP depletion, Kinase-Glo luminescence. inhibition, % at 11.9 µM. hit rate 0.4% among 360,000;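 active = inhibition above a per-plate cutoff of the control wells' mean inhibition plus 3 SD, cut at about 5.5% in these data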;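 also: 0% = DMSO wells median and 100% = median of wells with control inhibitor compound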
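technique = Kinase-Glo luminescence, ATP depletion format | system = purified MetRS (methionyl-tRNA synthetase) enzyme from Trypanosoma brucei | timing = 15 min preincubation, 2 h reaction, all 25 °C | evaluation = percent inhibition versus plate control medians | dosing = single dose, 11.9 µM final nominal, 0.9% final DMSO | also added = substrates ATP, L-methionine and bulk Escherichia coli tRNA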
Rpn11 block – Rpn11 (PSMD14) deubiquitinase inhibitors, primary screen, biochemical, fluorescence polarization, uHTS | hit rate 0.59% among 360,000 | calls only at 20 µM | human 26S proteasome, Ub4-pepOG fluorescence polarization; 20S core pre-blocked with epoxomicin | 26S proteasome non-ATPase regulatory subunit 14 (Homo sapiens), O00487;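 active = inhibition at 20 µM, scaled to each plate's controls, above about 33%, limit read from the data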
Scp-1 inhibitor – Scp-1 phosphatase inhibitors, primary screen, biochemical, colorimetric, uHTS. Carboxy-terminal domain RNA polymerase II polypeptide A small phosphatase 1 (Homo …. hit rate 0.88% among 340,000. Recombinant Scp1, phosphopeptide, malachite green phosphate absorbance. inhibition, % at 20 µM;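 active = inhibition above about 50% at 20 µM, limit read from the data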;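 also: plate controls were DMSO wells with enzyme for no effect and wells lacking enzyme for full effect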
Target sequence (Q9GZU7 76-261 limits assumed): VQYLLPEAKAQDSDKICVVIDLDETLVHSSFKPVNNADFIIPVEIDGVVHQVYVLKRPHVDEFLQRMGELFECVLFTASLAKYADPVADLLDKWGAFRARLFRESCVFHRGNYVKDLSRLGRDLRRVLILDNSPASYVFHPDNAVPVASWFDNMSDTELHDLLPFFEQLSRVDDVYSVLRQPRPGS
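Assay system: SCP-1 catalytic fragment, aa 76-261 | Buffer or medium: Tris acetate buffer pH 5.5 with MgCl2 and Tween-20 | Compound: One concentration, 20 µM, with 1.0% DMSO | Also added: Phospho 17-mer peptide substrate | Signal: Absorbance at 630 nm | Incubation: 45 min enzyme reaction at room temperature | Measure: % inhibition of SCP-1 phosphate liberation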
An asterisk follows results filed as active. This is a random part of the collection. Share with any hit: about 3.6%.

`O=C(CN(Cc1ccccc1F)C(=O)Cn1nnc(-c2cccs2)n1)NCC1CCCO1` (stereo not drawn) gave CSN inh -1, SUMO1 PPI mod 14, STEP inh 3, PABP1 MLLE inh -1, NadD inh -3, DNMT1 inh -1, LMPTP block -0.4, TbMetRS inhib -2.0, Rpn11 block inactive and Scp-1 inhibitor -5.
Cc1cc(NC(=O)c2cccs2)cc(-c2nc3ncccc3o2)c1O was read as CSN inh 5, SUMO1 PPI mod -58, STEP inh 0, PABP1 MLLE inh 6, NadD inh 11, DNMT1 inh -1, LMPTP block 0.7, TbMetRS inhib -0.1, Rpn11 block inactive and Scp-1 inhibitor -5.
For c1csc(-c2nc(-c3ccc(-c4ccon4)s3)no2)c1 the results were CSN inh 3, SUMO1 PPI mod -16, STEP inh 2, PABP1 MLLE inh -27, NadD inh -1, DNMT1 inh 0, LMPTP block 0.0, TbMetRS inhib 0.2, Rpn11 block inactive and Scp-1 inhibitor -11.
For COc1cccc(C(=O)Nc2cccc(SC)c2)c1 the results were CSN inh 1, SUMO1 PPI mod -1, STEP inh 0, PABP1 MLLE inh 2, NadD inh -7, DNMT1 inh -1, LMPTP block 0.7, TbMetRS inhib -0.2, Rpn11 block inactive and Scp-1 inhibitor -17.
CC(C)C(c1nnnn1C1CCCCC1)N1CCN(c2ncccn2)CC1 (stereo not drawn) was read as CSN inh 1, SUMO1 PPI mod -2, STEP inh 0, PABP1 MLLE inh 1, NadD inh 1, DNMT1 inh 2, LMPTP block -0.5, TbMetRS inhib -1.0, Rpn11 block inactive and Scp-1 inhibitor 2.
For COC(=O)c1ccc(NC(=O)CSc2nnc(-c3cccnc3)o2)cc1 the results were CSN inh -4, SUMO1 PPI mod 6, STEP inh 2, PABP1 MLLE inh 12, NadD inh 1, DNMT1 inh 3, LMPTP block -0.5, TbMetRS inhib -0.1, Rpn11 block inactive and Scp-1 inhibitor -7.
For O=S(=O)(c1ccc(SCCOc2ccccc2)nc1)N1CCCC1 the results were CSN inh 1, SUMO1 PPI mod 3, STEP inh 4, PABP1 MLLE inh -5, NadD inh -4, DNMT1 inh -5, LMPTP block 2.2, TbMetRS inhib -0.1, Rpn11 block inactive and Scp-1 inhibitor -14.
For Cc1ccc(S(=O)(=O)NNC(=O)C2Cc3c(ccc4ccccc34)O2)cc1 (stereo not drawn) the results were CSN inh 0, SUMO1 PPI mod -4, STEP inh 0, PABP1 MLLE inh -4, NadD inh -3, DNMT1 inh 0, LMPTP block 0.8, TbMetRS inhib -2.1, Rpn11 block inactive and Scp-1 inhibitor -7.
Screening CCCCc1c(C)[nH]c(C(=O)OCC)c1C returned CSN inh -9, SUMO1 PPI mod -3, STEP inh 1, PABP1 MLLE inh 6, NadD inh -2, DNMT1 inh 2, LMPTP block 0.3, TbMetRS inhib 0.8, Rpn11 block inactive and Scp-1 inhibitor 2.
Screening COc1cc(/C=C/C(=O)OCC(=O)N2c3ccccc3NC(=O)C2(C)C)cc(OC)c1OC returned CSN inh -4, SUMO1 PPI mod -17, STEP inh 0, PABP1 MLLE inh -11, NadD inh -1, DNMT1 inh -10, LMPTP block -0.1, TbMetRS inhib -0.2, Rpn11 block inactive and Scp-1 inhibitor -2.
For O=C(COc1ccc([N+](=O)[O-])cc1)NN=C1CCCC1 the results were CSN inh -4, SUMO1 PPI mod -14, STEP inh 1, PABP1 MLLE inh 14, NadD inh 2, DNMT1 inh 3, LMPTP block -0.4, TbMetRS inhib 0.0, Rpn11 block inactive and Scp-1 inhibitor -4.
For C=CCNC(=O)c1cc2c(=O)n3cccc(C)c3nc2s1 the results were CSN inh 7, SUMO1 PPI mod -27, STEP inh 1, PABP1 MLLE inh -5, NadD inh 2, DNMT1 inh 5, LMPTP block -0.7, TbMetRS inhib 0.5, Rpn11 block inactive and Scp-1 inhibitor 13.
For O=C(Cn1cnc2c(cnn2-c2ccccc2)c1=O)NCCc1ccccc1 the results were CSN inh 4, SUMO1 PPI mod 4, STEP inh 1, PABP1 MLLE inh -6, NadD inh -4, DNMT1 inh 4, LMPTP block -0.6, TbMetRS inhib 1.9, Rpn11 block inactive and Scp-1 inhibitor -2.
`N#Cc1cc(C(=O)c2ccccc2OCC(=O)Nc2ccccc2)cn(C2CCCCC2)c1=O` gave CSN inh -3, SUMO1 PPI mod -2, STEP inh -3, PABP1 MLLE inh -1, NadD inh 5, DNMT1 inh 10, LMPTP block -0.6, TbMetRS inhib -0.9, Rpn11 block inactive and Scp-1 inhibitor 7.
For O=C(Nc1ccccn1)c1ccc2ccccc2n1 the results were CSN inh 0, SUMO1 PPI mod -7, STEP inh -1, PABP1 MLLE inh -12, NadD inh -4, DNMT1 inh 4, LMPTP block 0.3, TbMetRS inhib -0.1, Rpn11 block inactive and Scp-1 inhibitor -8.
For Cc1ccc(-c2nnn(CC(=O)Nc3ccccc3-c3ccccc3)n2)c(-n2cnnn2)c1 the results were CSN inh 4, SUMO1 PPI mod 1, STEP inh 3, PABP1 MLLE inh 1, NadD inh -2, DNMT1 inh -6, LMPTP block 0.1, TbMetRS inhib 0.3, Rpn11 block inactive and Scp-1 inhibitor -8.
For CS(=O)(=O)N(CC(=O)Nc1cc(Cl)ccc1Cl)c1ccccc1Cl the results were CSN inh -1, SUMO1 PPI mod 0, STEP inh -4, PABP1 MLLE inh 15, NadD inh -5, DNMT1 inh -3, LMPTP block 0.0, TbMetRS inhib -1.7, Rpn11 block inactive and Scp-1 inhibitor -14.
O=c1cc(-c2ccccc2)nc(N2CCCCC2)[nH]1 was read as CSN inh -6, SUMO1 PPI mod 4, STEP inh -8, PABP1 MLLE inh -6, NadD inh 0, DNMT1 inh 2, LMPTP block -0.9, TbMetRS inhib -2.3, Rpn11 block inactive and Scp-1 inhibitor 6.
`Cc1ccc(C(=O)N/C(=C/c2ccc(Cl)cc2)C(=O)NCC2CCCO2)cc1` (stereo not drawn) gave CSN inh 1, SUMO1 PPI mod -4, STEP inh -5, PABP1 MLLE inh -5, NadD inh 2, DNMT1 inh -1, LMPTP block 1.1, TbMetRS inhib -0.4, Rpn11 block inactive and Scp-1 inhibitor -2.
For Cc1cc(C)cc(NC(=O)CCOc2ccccc2)c1 the results were CSN inh 2, SUMO1 PPI mod 3, STEP inh -2, PABP1 MLLE inh 14, NadD inh -6, DNMT1 inh -4, LMPTP block -0.8, TbMetRS inhib 0.4, Rpn11 block inactive and Scp-1 inhibitor -17.
COC(=O)CCC(=O)OC1(C)C(=O)C=C2C=C(C3CC3)N(c3ccccc3)C=C2C1=O (stereo not drawn) was read as CSN inh -5, SUMO1 PPI mod -19, STEP inh -2, PABP1 MLLE inh 6, NadD inh 6, DNMT1 inh -14, LMPTP block 0.3, TbMetRS inhib -0.5, Rpn11 block inactive and Scp-1 inhibitor 2.
Screening CC(c1ccccc1)c1nnc(N)s1 (stereo not drawn) returned CSN inh -5, SUMO1 PPI mod 0, STEP inh -2, PABP1 MLLE inh 13, NadD inh -4, DNMT1 inh 0, LMPTP block 0.4, TbMetRS inhib -0.7, Rpn11 block inactive and Scp-1 inhibitor -8.
CCOC(=O)c1c(C)[nH]c(C(=O)COC(=O)COc2ccccc2C)c1C was read as CSN inh -1, SUMO1 PPI mod 5, STEP inh -4, PABP1 MLLE inh -7, NadD inh -12, DNMT1 inh -1, LMPTP block 1.5, TbMetRS inhib -0.2, Rpn11 block inactive and Scp-1 inhibitor -7.
Screening Cc1ccc(/C=C/C(=O)O)cc1S(=O)(=O)N1CCC(Cc2ccccc2)CC1 returned CSN inh 3, SUMO1 PPI mod -1, STEP inh 3, PABP1 MLLE inh 18, NadD inh -2, DNMT1 inh 2, LMPTP block 0.2, TbMetRS inhib 0.4, Rpn11 block inactive and Scp-1 inhibitor 2.
Screening CC1CCCN(C(=O)COC(=O)c2cc([N+](=O)[O-])ccc2N2CCOCC2)C1 (stereo not drawn) returned CSN inh -3, SUMO1 PPI mod -35, STEP inh 1, PABP1 MLLE inh -3, NadD inh 2, DNMT1 inh 4, LMPTP block -0.7, TbMetRS inhib -0.5, Rpn11 block inactive and Scp-1 inhibitor -3.
Screening Cc1onc(-c2c(F)cccc2Cl)c1C(=O)Nc1ccccc1N1CCOCC1 returned CSN inh 3, SUMO1 PPI mod 0, STEP inh -1, PABP1 MLLE inh -4, NadD inh -9, DNMT1 inh 1, LMPTP block 0.9, TbMetRS inhib -1.1, Rpn11 block inactive and Scp-1 inhibitor -4.
`O=C(Nc1cc(Cl)cc(Cl)c1)c1ccc(Cn2c(=O)[nH]c3ccsc3c2=O)cc1` gave CSN inh 0, SUMO1 PPI mod 0, STEP inh -1, PABP1 MLLE inh -9, NadD inh 16, DNMT1 inh 31, LMPTP block 7.4, TbMetRS inhib 0.3, Rpn11 block inactive and Scp-1 inhibitor -5.

Molecules above that have an aryl methoxy group:
For COc1cccc(C(=O)Nc2cccc(SC)c2)c1 the results were CSN inh 1, SUMO1 PPI mod -1, STEP inh 0, PABP1 MLLE inh 2, NadD inh -7, DNMT1 inh -1, LMPTP block 0.7, TbMetRS inhib -0.2, Rpn11 block inactive and Scp-1 inhibitor -17.
Screening COc1cc(/C=C/C(=O)OCC(=O)N2c3ccccc3NC(=O)C2(C)C)cc(OC)c1OC returned CSN inh -4, SUMO1 PPI mod -17, STEP inh 0, PABP1 MLLE inh -11, NadD inh -1, DNMT1 inh -10, LMPTP block -0.1, TbMetRS inhib -0.2, Rpn11 block inactive and Scp-1 inhibitor -2.
